Screening results deposited in PubChem by National Center for Advancing Translational Sciences (NCATS).
RXFP1 ag – RXFP1 (human) receptor agonism; AID 2676; HEK293T-RXFP1 cAMP TR-FRET, 30 min; response scale: percent of porcine relaxin response, buffer zero; 370,000 tested, 0.3% active; Q9HBX9; Potency, µM (top dose mostly 57.5 µM), inactives show at the top dose activation, hits mostly activators; active means well fitted activation curve with a large enough effect; inconclusive means small, poorly fitted or top-dose-only effect; further: potency means the concentration at half of the fitted maximal effect; on the % scale 0 is the no-effect control and ±100 the full control effect; nearly all actives have a fitted effect of over 60% in size; many of its hits are not listed in these tables
Target sequence (Q9HBX9 whole entry, looked up): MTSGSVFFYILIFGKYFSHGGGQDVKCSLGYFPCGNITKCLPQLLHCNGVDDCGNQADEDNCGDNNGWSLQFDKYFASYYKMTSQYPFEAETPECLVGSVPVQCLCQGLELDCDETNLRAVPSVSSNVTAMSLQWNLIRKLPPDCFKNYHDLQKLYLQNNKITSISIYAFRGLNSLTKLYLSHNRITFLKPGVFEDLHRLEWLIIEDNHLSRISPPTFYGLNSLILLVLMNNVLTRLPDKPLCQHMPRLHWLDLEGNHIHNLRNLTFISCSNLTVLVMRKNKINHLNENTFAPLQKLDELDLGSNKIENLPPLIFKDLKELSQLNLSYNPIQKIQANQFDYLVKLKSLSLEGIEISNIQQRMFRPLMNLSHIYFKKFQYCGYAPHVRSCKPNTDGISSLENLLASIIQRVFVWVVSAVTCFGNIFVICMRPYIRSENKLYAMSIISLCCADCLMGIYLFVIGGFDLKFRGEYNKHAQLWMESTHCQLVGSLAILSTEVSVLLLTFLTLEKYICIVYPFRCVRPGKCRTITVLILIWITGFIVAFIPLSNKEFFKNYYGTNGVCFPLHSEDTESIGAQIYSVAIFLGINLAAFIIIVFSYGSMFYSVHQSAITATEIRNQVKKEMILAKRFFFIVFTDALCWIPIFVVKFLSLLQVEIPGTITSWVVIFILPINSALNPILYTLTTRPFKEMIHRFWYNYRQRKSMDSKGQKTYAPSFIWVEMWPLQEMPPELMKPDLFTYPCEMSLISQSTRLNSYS
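HEK293 cells stably expressing RXFP1, treated 30 min at 37C with compounds plus PDE4 inhibitor Ro 20174; cAMP measured by HTRF TR-FRET. Normalized to buffer and 29 nM porcine relaxin; EC50 by Hill fit.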
TRHR PAM – allosteric enhancers of human TRH receptor; P34981; TRHR cells, fluo-8 calcium fluorescence, EC20 TRH enhancement; enhancement, % at 2 µM; 360,000 tested, 0.66% active; in the data active means enhancement above about 30%; further: 0% is about no effect
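TRHR-expressing cells loaded with fluo-8 calcium dye were read kinetically (ex 480/em 530) during compound addition, then stimulated with an EC20 of TRH (10 nM final). Enhancement of the Gq-mediated intracellular calcium response was scored.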
D2 ag – agonists of human D2 dopamine receptor | HEK293 T-REx D2 cells, calcium flux agonist mode | activation, % at 2 µM | 340,000 tested, 0.53% active;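 active means activation over 3 SD above normal in the single-dose calcium agonist read, cut at about 30% in these data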; further: 0% is about no effect
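Tetracycline-induced HEK293 T-REx cells with force-coupled D2 receptor, plated overnight at 30 C, loaded with no-wash calcium dye. After a 10 s baseline, compound was pin-added and calcium flux read kinetically for 180 s; calcium rises flagged agonists.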
D1 ag – human D1 receptor agonism | activation, % at 2 µM | HEK293 T-REx D1 cells, calcium flux, agonist mode | 360,000 tested, 1% active | P21728; in the data active means activation above about 30%; further: 0% is about no effect
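Agonism was scored from calcium flux recorded over 180 s (1 read/s) after pintool compound addition, following a 10-cycle baseline. Cells were inducible force-coupled HEK293 TREx D1, plated overnight at 30 C and loaded with no-wash calcium dye.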
RXFP1 antag – RXFP1 (human) relaxin receptor antagonism | Q9HBX9 | HEK293-RXFP1, relaxin-stimulated cAMP HTRF, 30 min; hits give low values | activity change, negative = inhibition, % at 57.5 µM | 350,000 tested, 0.59% active | AID 1259400;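 active means activity change of -60% or lower, but not beyond a set lower limit; inconclusive means change between -60% and -40%, or beyond the set limit; inactive means change above -40%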; further: on the % scale 0 is the no-effect control and ±100 the full control effect
D1 antag – blocks dopamine activation of the human D1 receptor; P21728; activity change, negative = inhibition, % at 10 µM; 360,000 tested, 3.2% active; HEK293 TREx D1 cells, calcium flux, dopamine EC80; hits give low values; AID 504652; in the data active means activity change below about -30%; further: on the % scale 0 is the no-effect control and ±100 the full control effect
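After overnight tetracycline induction at 30 C, force-coupled D1 HEK293 cells took up a no-wash calcium dye at room temperature. Compounds were added and monitored 180 s, and the response to EC80 dopamine was then recorded.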
D2 antagonist – antagonizes the human D2 dopamine receptor; P14416; HEK293 TREx D2 cells, calcium flux, dopamine EC80; inhibition, % at 10 µM; 340,000 tested, 2% active; AID 485344; in the data active means inhibition above about 30%; further: 0% is about no effect
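Tetracycline-induced HEK293 T-REx cells expressing D2 force-coupled to calcium signalling were dye-loaded, exposed to compound for 180 s, then challenged with an EC80 of dopamine; calcium flux was followed kinetically for a further 180 s.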
D1 PAM – enhances dopamine response at the human D1 receptor. P21728. HEK293 TREx D1 cells, calcium flux, dopamine EC20 potentiation. potentiation, % at 10 µM. 360,000 tested, 0.036% active; in the data active means potentiation above about 30%; further: 0% is about no effect
D2 PAM – positive allosteric modulators of human D2 dopamine receptor | HEK293 T-REx D2, calcium flux, EC20 dopamine potentiation | 340,000 tested, 0.34% active | AID 485347 | potentiation, % at 10 µM;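 active means potentiation over 3 SD above the plate norm, cut at about 30% in these data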; further: 0% is about no effect
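Potentiation of an EC20 dopamine calcium response measured kinetically over 180 s, after a preceding 180 s compound-only read flagging agonists. Cells: inducible Hek293 Trex D2 line, 4000/well, cultured overnight at 30 C before dye loading.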
Active calls of the source: *; ? = inconclusive; . = not tested or not shown. This is a subset. The share of hits here may be higher or lower than overall.

No.	Molecule	RXFP1 ag	TRHR PAM	D2 ag	D1 ag	RXFP1 antag
1	Cc1cc(NS(=O)(=O)c2ccc(NC(=O)COc3ccc(Cl)cc3)cc2)nc(C)n1	4.2%	-8	-0.1	1	1
2	COc1ccc(CNc2nc3ccccc3n2C)c(OC)c1	-0.3%	-5	-0.6	12	-19
3	C=CCOC(=O)C1=C[C@@H](c2ccc(Br)cc2)C[C@@H](OCc2ccc(CO)cc2)O1	1.4%	-13	.	-2	.
4	COc1ccc(OC(C)C(=O)N2CC(C)OC(C)C2)cc1 (configuration not stated)	2.3%	-6	-0.4	0	-12
5	COCCN(C(=O)CCCc1nc2ccccc2s1)c1c(N)n(CC(C)C)c(=O)[nH]c1=O	-1.0%	2	-0.4	1	2
6	CCN(CC)CCn1c2c(c(SCC(=O)Nc3cccc4ccccc34)nc1=O)CCCC2	0.2%	-2	-1.2	-1	-8
7	CS(=O)(=O)N(CC(=O)NCCSC1CCCCC1)c1ccccc1	-0.1%	2	-0.2	0	-7
8	S=c1[nH]nc(-c2ccc3ncccc3c2)n1-c1ccc2c(c1)OCCO2	-0.3%	9	.	2	-36
9	Cc1cc(CNC(=O)Cn2cc([N+](=O)[O-])cn2)c2ccccc2n1	?	11	0.5	5	2
10	CCOC(=O)c1ccc(-c2ccc(/C=N/NC(=O)CN(c3cccc(C)c3)S(C)(=O)=O)o2)cc1	2.7%	-1	0.1	2	-5

No.	D1 antag	D2 antagonist	D1 PAM	D2 PAM
1	5	.	0	-1
2	-40*	20	-4	-7
3	9	.	1	.
4	-14	19	-3	.
5	9	3	0	-8
6	14	-24	-3	-22
7	-9	1	3	5
8	0	.	0	.
9	-15	2	-2	6
10	-16	-12	-9	-2

Next results follow:
No.	Molecule	RXFP1 ag	TRHR PAM	D2 ag	D1 ag	RXFP1 antag
11	CCc1cc(=O)oc2cc(OC(C)C(=O)NCC3CCC(C(=O)O)CC3)c(Cl)cc12 (configuration not stated)	2.5%	-5	0.3	0	.
12	COc1ccc2c(c1)OC[C@H]1[C@H]2N2C(=O)CN(Cc3ccc(C)cc3)C(=O)[C@@]2(C)[C@H]1c1ccccc1	1.6%	-1	0.3	9	.
13	CCC(C)(C)NC(=O)C(c1ccncc1)N(C(=O)c1sc(C)nc1C)c1ccc(C)cc1 (configuration not stated)	0.5%	-7	0.1	3	9
14	COc1cc(C(=O)NC(=S)NNC(=O)c2ccc3c(c2)OCO3)cc(OC)c1OC	1.9%	3	1.8	4	1
15	CCCCOc1ccc(C(=O)NCC(=O)NCCOc2ccccc2OC)cc1	0.1%	74*	-1.0	1	6
16	CCN1C(=O)CC(n2c(C)nc3ccccc32)C1=O (configuration not stated)	-0.8%	-6	0.9	1	0
17	CCn1c(C)c(C(C)=O)c(N2CCN(c3ccccc3)CC2)nc1=S	1.9%	-10	-0.3	1	-13
18	O=C(NC1CCN(Cc2ccccc2)CC1)c1ccccc1F	1.3%	5	0.0	2	3
19	CC1CCN(S(=O)(=O)c2ccc(S(=O)(=O)N3CCC4(CC3)OCCO4)cc2)CC1	-1.7%	0	0.1	2	2
20	CC(=O)Nc1ccc(S(=O)(=O)NCC2CCC(C(=O)NC3CCCCCC3)CC2)cc1 (configuration not stated)	-0.6%	-4	.	16	-11

No.	D1 antag	D2 antagonist	D1 PAM	D2 PAM
11	0	-2	1	-4
12	.	-3	-5	0
13	-9	7	-2	6
14	-21	7	8	-1
15	8	-5	-2	4
16	-13	1	-4	-5
17	-2	4	3	-11
18	-20	22	-4	-15
19	26	0	-6	7
20	9	.	-1	.

(cont.)
No.	Molecule	RXFP1 ag	TRHR PAM	D2 ag	D1 ag	RXFP1 antag
21	Cc1cccc(C)c1OC(=O)CSc1nnc(-c2ccccc2)o1	4.6%	4	0.2	6	-17
22	COc1cccc(-c2noc(-c3ccc4c(c3)OCO4)n2)c1	1.1%	-7	0.0	8	-4
23	Cc1cc(C)cc(N2CC(c3nc(-c4cccc(Cl)c4)no3)CC2=O)c1 (configuration not stated)	-0.8%	12	-0.1	13	-15
24	C=CCN(CC=C)C(=O)c1cccc(OC2CCN(S(=O)(=O)N(C)C)CC2)c1	4.5%	-10	-0.6	6	5
25	CCN(CC)S(=O)(=O)c1ccc(C(=O)Oc2coc(CSc3nc(C)cc(C)n3)cc2=O)cc1	-0.4%	2	.	21	-1
26	COC(=O)CCC/C=C1/SCC(NC(=O)c2ccccc2)/C1=N/O (configuration not stated)	3.1%	0	-1.0	5	-8
27	CCN1CCN(c2nnc(-n3cccc3C(=O)NCc3ccccc3OC)s2)CC1	-1.5%	2	-0.3	2	-15
28	O=C(Nc1ccccc1)N(Cc1cccs1)c1ccc(F)cc1	-1.5%	-3	0.0	3	-18
29	COC(=O)c1nc(N)sc1-c1ccccc1	1.0%	4	2.1	3	-5
30	O=S(=O)(c1ccc(Cl)cc1)N1CCN(Cc2ccncc2)CC1	1.6%	-7	1.0	1	12

No.	D1 antag	D2 antagonist	D1 PAM	D2 PAM
21	-13	-13	1	6
22	8	12	-4	-10
23	-1	.	-4	-8
24	-14	1	-3	3
25	-19	.	-9	.
26	40	6	-3	10
27	5	.	-5	-2
28	4	.	1	6
29	2	-10	-1	.
30	-10	4	5	-1

Complete entries from above. Order of values: RXFP1 ag	TRHR PAM	D2 ag	D1 ag	RXFP1 antag	D1 antag	D2 antagonist	D1 PAM	D2 PAM
Cc1cc(C)cc(N2CC(c3nc(-c4cccc(Cl)c4)no3)CC2=O)c1 (configuration not stated) across the screens: -0.8%	12	-0.1	13	-15	-1	.	-4	-8
COC(=O)c1nc(N)sc1-c1ccccc1 across the screens: 1.0%	4	2.1	3	-5	2	-10	-1	.
O=S(=O)(c1ccc(Cl)cc1)N1CCN(Cc2ccncc2)CC1 across the screens: 1.6%	-7	1.0	1	12	-10	4	5	-1
CCN1CCN(c2nnc(-n3cccc3C(=O)NCc3ccccc3OC)s2)CC1 across the screens: -1.5%	2	-0.3	2	-15	5	.	-5	-2

Next section
No.	Molecule	RXFP1 ag	TRHR PAM	D2 ag	D1 ag	RXFP1 antag
31	CCCc1ccc(S(=O)(=O)Nc2ccc(C)c(NS(C)(=O)=O)c2)cc1	0.2%	1	0.5	13	7
32	COc1ccc(CC(=O)NCC(=O)Nc2ccccc2Br)cc1	8.1%	-6	0.7	6	-13
33	CC1CCN(c2nc3ccccc3nc2C(F)(F)F)CC1	8.0%	-2	0.3	2	.
34	CCOC(=O)c1ccc(NC(=S)NCc2ccc(S(N)(=O)=O)cc2)cc1	-4.2%	0	.	4	-6
35	O=C(/C=C/c1ccccc1[N+](=O)[O-])N1CCc2ccccc2C1	0.6%	-4	-0.3	6	-4
36	C/C(Cn1cnc([N+](=O)[O-])n1)=N\NC(=O)c1ccc(F)cc1	0.5%	17	-1.0	0	-7
37	NC(=S)NC(=O)/C=C/c1ccccc1	-1.7%	1	0.3	-1	-1
38	CCN(CC)S(=O)(=O)c1cccc(NC(=O)CNC2CCCCCC2)c1	2.6%	2	0.0	8	3
39	COc1ccccc1NC(=O)NNC(=O)c1ccc(-c2ccccc2)cc1	-0.2%	24	-1.8	4	-2
40	CCC(=O)N(C)/C=C1\Sc2ccccc2C1=O	1.4%	8	0.3	5	1

No.	D1 antag	D2 antagonist	D1 PAM	D2 PAM
31	-19	10	-7	-13
32	-16	1	-3	-2
33	8	.	0	8
34	0	.	0	9
35	62	22	8	-4
36	4	9	8	3
37	1	-3	-7	1
38	-11	2	-6	4
39	2	0	-4	8
40	0	21	0	15

Continued.
No.	Molecule	RXFP1 ag	TRHR PAM	D2 ag	D1 ag	RXFP1 antag
41	COc1ccccc1N1CCN(C(=O)c2ccc(COc3cccc4c3OC(C)(C)C4)cc2)CC1	0.3%	-3	1.2	1	-9
42	CCOC(=O)N1CCN(C(=O)CSc2ccc(-c3ccc(OC)c(OC)c3)nn2)CC1	-0.4%	3	-1.5	0	-17
43	CC1Cc2ccccc2N1C(=O)COC(=O)c1c2c(nc3ccccc13)CCCCC2 (configuration not stated)	-2.3%	-12	-1.0	5	-21
44	O=C(NNC1=Nc2ccccc2SC1)c1ccc(Cl)cc1	0.1%	2	-0.6	12	-8
45	Cc1ccc(-c2nnn3c2nc(NC(C)C)c2ccccc23)cc1	?	6	0.5	4	1
46	CCN(CC)S(=O)(=O)c1ccc2nnn(O)c2c1	-1.6%	-6	.	3	12
47	O=C(CN1C(=O)NC2(CCOc3ccccc32)C1=O)c1ccc(Cl)cc1 (configuration not stated)	0.4%	-3	0.7	8	13
48	COc1ccc(CCNS(=O)(=O)c2ccc(Br)cc2)cc1OC	-1.1%	1	.	3	2
49	O=C(Cc1ccccc1[N+](=O)[O-])NC1CC2CCC1C2 (configuration not stated)	2.0%	-1	0.1	0	-34
50	Cc1ccc(S(=O)(=O)N(CC(=O)N=Nc2c(O)[nH]c3ccccc23)c2cccc(C)c2)cc1	0.2%	-3	-1.8	3	-12
51	CCOc1ccc(CN(C)C(=O)CN2C(=O)NC3(CCCc4ccccc43)C2=O)cc1 (configuration not stated)	-0.3%	13	0.0	2	3
52	COc1ccc(-c2cc(-c3ccccc3)nc(SCC(=O)Nc3nccs3)c2C#N)cc1	?	5	4.7	7	-5

No.	D1 antag	D2 antagonist	D1 PAM	D2 PAM
41	7	14	7	-2
42	-22	2	-6	5
43	-4	1	-5	8
44	-18	29	-5	-20
45	5	-2	-3	-7
46	0	.	1	.
47	-6	19	-4	-9
48	2	.	-8	.
49	-11	1	-4	1
50	7	17	-4	2
51	14	0	1	4
52	-8	2	-2	2
